Screening data: PubChem BioAssay, National Center for Advancing Translational Sciences (NCATS)
PGK inhibitor: inhibitors of T. brucei phosphoglycerate kinase; PGK/GAPDH coupled, Kinase-Glo luminescence, 60 min; 380,000 compounds, 0.043% hits; P07378; Potency, µM (doses to about 57.5 µM), without a hit: top-dose activity change, negative = inhibition, most hits filed as inhibitors; also: % is scaled to controls: 0 for no effect and ±100 for the full control effect; nearly all actives have a fitted effect of over 60% in size
Target sequence (P07378 whole entry, looked up): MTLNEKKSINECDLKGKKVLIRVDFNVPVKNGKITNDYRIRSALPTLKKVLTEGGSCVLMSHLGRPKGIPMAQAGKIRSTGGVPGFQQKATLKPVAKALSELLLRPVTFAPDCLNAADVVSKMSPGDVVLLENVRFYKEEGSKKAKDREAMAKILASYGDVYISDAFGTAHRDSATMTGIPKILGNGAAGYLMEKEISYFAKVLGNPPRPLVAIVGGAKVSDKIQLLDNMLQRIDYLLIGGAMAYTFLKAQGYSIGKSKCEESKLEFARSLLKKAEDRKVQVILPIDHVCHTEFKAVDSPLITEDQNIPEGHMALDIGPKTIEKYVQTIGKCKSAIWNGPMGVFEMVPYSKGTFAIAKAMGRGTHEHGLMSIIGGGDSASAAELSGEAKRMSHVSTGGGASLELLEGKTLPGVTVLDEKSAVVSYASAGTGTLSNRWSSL
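Recombinant glycosomal PGK reaction used 1,3-bisphosphoglycerate generated in-well by GAPDH (100nM final) in 100mM TEA pH 7.6, 5mM MgCl2, 0.01% Tween-20. After 60 minutes at room temperature, ATP was read by Kinase-Glo Plus luminescence end-point.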
RGS4 inh: inhibitors of human regulator of G protein signaling 4; 390,000 compounds, 0.039% hits; P49798; Potency, µM (titrated, usually from 114 µM), for inactives: at the top dose activity change, negative = inhibition, hits mostly inhibitors; AID 504845; Transcreener GDP fluorescence polarization, RGS4-accelerated GTP hydrolysis; also: % is scaled to controls: 0 for no effect and ±100 for the full control effect; nearly all actives have a fitted effect of over 75% in size; some results filed as inactive show a strong effect at the top dose
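MLSMR compounds (23 nl, pin-transferred) preincubated 10 min at room temperature with a 500nM (2x) first reagent, then RGS4 at 900nM (2x) plus Transcreener GDP mix added; fluorescence polarization (620/688 nm) read before and after 90 min at 30 °C.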
GLS inh: glutaminase GLS (human) inhibition; O94925; GLS enzymatic activity, qHTS titration; Potency, µM (top dose mostly 45.5 µM), without a hit: at the top dose activity change, negative = inhibition, actives largely listed as inhibitors; 410,000 compounds, 0.21% hits; also: % is scaled to controls: 0 for no effect and ±100 for the full control effect
Target sequence (O94925 whole entry, looked up): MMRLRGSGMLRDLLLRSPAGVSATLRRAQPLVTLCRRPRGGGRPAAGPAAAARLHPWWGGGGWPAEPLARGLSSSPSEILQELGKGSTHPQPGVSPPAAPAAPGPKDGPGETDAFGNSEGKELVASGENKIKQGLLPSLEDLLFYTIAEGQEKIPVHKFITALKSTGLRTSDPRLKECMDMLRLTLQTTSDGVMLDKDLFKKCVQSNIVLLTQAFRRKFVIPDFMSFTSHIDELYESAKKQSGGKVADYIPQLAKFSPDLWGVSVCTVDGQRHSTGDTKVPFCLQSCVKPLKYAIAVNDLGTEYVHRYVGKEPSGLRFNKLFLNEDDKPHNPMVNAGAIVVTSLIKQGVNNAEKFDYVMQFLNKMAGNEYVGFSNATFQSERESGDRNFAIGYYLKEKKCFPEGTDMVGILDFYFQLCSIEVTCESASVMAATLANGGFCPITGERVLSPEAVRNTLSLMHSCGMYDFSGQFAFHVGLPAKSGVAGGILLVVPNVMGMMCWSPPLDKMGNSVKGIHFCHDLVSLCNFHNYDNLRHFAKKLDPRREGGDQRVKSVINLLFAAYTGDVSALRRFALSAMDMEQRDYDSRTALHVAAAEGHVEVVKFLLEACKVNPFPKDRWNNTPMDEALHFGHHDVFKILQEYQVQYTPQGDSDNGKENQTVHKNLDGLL
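hKGA in 45 mM KH2PO4 (pH 8.2), 0.02% Tween-20 with compound, then 1mM L-Glutamine (stock as added) plus glutamate oxidase/HRP/Amplex red coupling mix. Fluorescence read initially and after 30 min at RT; signal change reflects glutamate formation.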
ALOX12 inh: blocks human arachidonate 12S-lipoxygenase; purified 12hLO, xylenol orange hydroperoxide absorbance; Potency, µM (highest dose often 108 µM), inactives show top-dose activity change, negative = inhibition, hits mostly inhibitors; 580,000 compounds, 1.1% hits; AID 1671190; also: % is scaled to controls: 0 for no effect and ±100 for the full control effect
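Purified human 12hLO at 150 nM in 25 mM Hepes, 0.01% Triton X-100, pH 7.0, preincubated 15 min at room temperature with compound. Reaction started with 40 uM arachidonic acid, 30 min at room temperature. Hydroperoxide measured by Fe-xylenol orange, 573/405 nm absorbance ratio.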
rTrxR1 inhibitor: rat TrxR1 inhibition. Potency, µM (highest dose often 114 µM), without a hit: at the highest dose activity change, negative = inhibition, usual class: inhibitors. recombinant rTrxR1, NADPH fluorescence consumption, selenite substrate. AID 588453. 390,000 compounds, 1% hits; also: % is scaled to controls: 0 for no effect and ±100 for the full control effect; nearly all actives have a fitted effect of over 65% in size
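Rat TrxR1 (90 nM in the dispensed reagent) was pre-reduced with 400 uM NADPH for 5 min at room temperature, then incubated with compound for 15 min. After 400 uM selenite was added, NADPH fluorescence (Ex 340/Em 450 nm) was followed for 8 min.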
ERG Ets-DNA blk: inhibitors of human ERG Ets domain-DNA interaction. P11308. fluorescence polarization, His-ERG Ets domain / labelled DNA. Potency, µM (doses to about 76.9 µM), for the others: at the highest dose FP activity, negative = inhibition, usual class: inhibitors. 370,000 compounds, 0.028% hits; active = well fitted inhibition curve with a large enough effect in the polarisation, with a control signal flat; inconclusive = small, poorly fitted or top-dose-only effect, or effect the other way, or a change in a side signal; inactive = no such curve, though single readings can be large or run the other way; the % refers to the polarisation;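 also: polarization taken with two DNA probes labelled with fluorescein and Texas red; % of control where 0% means no effect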
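His-tagged ERG Ets domain (1 uM in the protein solution; 300mM KCl, 50mM Tris-HCl, 1mM EDTA, 1mM DTT, pH 7.5) received compound, then a probe mix of 5 nM fluorescein-DNA and 100nM Texas-615-DNA. Fluorescence polarization was read for both dyes.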
JMJD2A Tudor: JMJD2A Tudor domain (human) inhibition | O75164 | Potency, µM (doses to about 114 µM), for the others: at the highest dose activity change, negative = inhibition, most hits filed as inhibitors | 390,000 compounds, 4.4% hits | AlphaScreen JMJD2A-Tudor / H3K4me3 peptide binding; also: % is scaled to controls: 0 for no effect and ±100 for the full control effect; nearly all actives have a fitted effect of over 50% in size
Pin1 inh: inhibitors of human Pin1 | Q13526 | Pin1 FP peptide displacement, HiFluor488, 10 min | Potency, µM (highest dose often 115 µM), for inactives: top-dose activity, negative = inhibition, most hits filed as inhibitors | 390,000 compounds, 0.009% hits; active = well fitted inhibition curve with a large enough effect in the polarisation, with a control signal flat, not every such curve was filed as active; inconclusive = small, poorly fitted or top-dose-only effect, or effect the other way, or a change in a side signal; inactive = no such curve, though single readings can be large or run the other way; the % refers to the polarisation; also: % is scaled to controls: 0 for no effect and ±100 for the full control effect
HP1b binding inh: inhibitors of HP1-beta chromodomain binding to methylated histone tails | 390,000 compounds, 0.56% hits | Potency, µM (doses to about 114 µM), for the others: at the top dose activity change, negative = inhibition, most hits filed as inhibitors | AlphaScreen HP1-beta / biotin-H3K9me3 peptide binding | P83916 | AID 540317; also: nearly all actives have a fitted effect of over 70% in size; inactives centre near 23
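Compound inhibition of the preformed complex between 50 nM HP1-beta and 50 nM biotinylated H3K9me3 peptide was read by AlphaScreen. Buffer was PBS pH 7.4 with 0.01% Tween-20. Incubations ran 30 min at room temperature, with 10 ug/mL donor/acceptor beads.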
The depositor's hits bear a star; i = inactive; ? = inconclusive; . = no result given; [ ] = dose if it differs, or a comment. Unless noted, calls follow the shape of the dose curve; as a rule, active = well fitted curve in the direction sought with a large enough effect; inconclusive = small, poorly fitted or top-dose-only effect, or another doubt; inactive = no such curve, though single readings can be large; an effect the other way counts as inactive or inconclusive. Potency is read from the fitted curve at half-maximal effect. This is a subset. The share of hits here may be higher or lower than overall.

SMILES | PGK inhibitor | RGS4 inh | GLS inh | ALOX12 inh | rTrxR1 inhibitor | ERG Ets-DNA blk | JMJD2A Tudor | Pin1 inh | HP1b binding inh
CCc1ccc2nc3nc(C)cc(C)c3c(N)c2c1 | -4% | -7% | -11% | 0% | 4% | . | -10% | 12% | 5%
O=C1CCCCCN1C(=O)c1ccccc1 | -8% | 3% | 0% | -16% | 20%[57.1 µM] | -4% | -17% | -7% | 13%
NC(=O)c1ccccc1NS(=O)(=O)c1cccs1 | 4% | -3% | -4% | 0% | -8%[57.1 µM] | -3% | -9% | 1% | 26%
COC(=O)c1c(NC(=O)c2ccc(N(C)S(=O)(=O)c3ccc(C)cc3)cc2)sc2c1CCCC2 | -2% | 4% | 4% | 0% | 41%[activator][57.1 µM] | 2% | 26% | 1% | 47%[activator]
O=c1cc(C(F)(F)F)nc(-n2[nH]c3c(c2=O)CCCC3)[nH]1 | -2% | 6%[11.4 µM] | -6% | 1% | 36%[57.1 µM] | 8% | -2%[57.1 µM] | ? | 26%
COc1ccc(/C=C/C2=CCN(Cc3ccc(OC)cc3)CC2)cc1 | -2% | 24% | -3% | 3% | 9%[57.1 µM] | -2% | -11% | 10% | 29%
Cn1c(=O)c2sccc2n2c(CCCC(=O)NCCc3ccccc3)nnc12 | -8% | -3% | -10% | 14% | 20% | 8% | -7% | -1% | 41%[activator]
COc1ccc(C(=O)NCC(=O)NCC(c2ccco2)N(C)C)cc1OC (stereo not given) | -3% | -24% | -5% | 4% | -8% | 0% | -17% | -3% | 43%[activator]
O=C(CSc1nnc(NC(=O)c2ccccc2F)s1)NCc1ccc(F)cc1 | 5% | 8% | 1% | . | 12% | 10% | 1% | 1% | 37%
CC1(C(=O)N2CCN(c3ccc([N+](=O)[O-])cc3)CC2)CC1(Cl)Cl (stereo not given) | -10% | 13% | -8% | ? | 4% | -8% | -34% | -6% | 15%
Cc1ccc(CNC(=O)c2c(-c3ccccc3Cl)noc2C)cc1 | . | -13% | 0% | 9% | 1% | 7% | -7% | 2% | 36%[activator]
CCCOc1ccc(-c2c(C(=O)N/N=C/c3ccc(C)cc3)nnn2-c2nonc2N)cc1 | -10% | -21% | -1% | 12% | -7% | -1% | -16% | 11% | 29%
Cc1ccccc1N/N=C/c1ccc(C#N)cc1 | -5% | -16% | 12% | ? | 6% | -10% | -32% | 12% | 12%
O=C(CCSc1nc(-c2ccco2)cc(C(F)(F)F)n1)NCCc1ccccc1 | -7% | 37% | 9% | 328%[activator] | 4% | 5% | -5% | 0% | 7%
CN(C)CCNC(=O)C1CCN(S(=O)(=O)c2ccc3ccccc3c2)CC1 | 2% | -14% | 0% | 1% | 3% | -2% | -4% | 5% | 17%[57 µM]
Cc1[nH]c2ccccc2c1C(c1ccncc1)N1CCN(c2ccccn2)CC1 (stereo not given) | 6% | ? | 5% | 7% | -40% | 5% | -35% | -15% | ?
O=C(CSCc1ccc(Cl)cc1Cl)Nc1ccc(O)cc1C(=O)O | i | -20% | 19% | ? | 14% | -1% | -12% | -8% | 26%
CC(C)C(=O)Nc1ccc(Oc2ccc3c(c2)C(=O)NC3=O)cc1 | -9% | 6% | 2% | 9% | 12%[57.1 µM] | -6% | -10% | 3% | 22%
N#Cc1ccc(C(=O)Nc2cc3nn(-c4ccccc4)nc3cc2Cl)c(F)c1 | i | -18% | 3% | 0% | 19% | 3% | -7% | -1% | 68%[activator]
Cc1ccc(-c2csc(N)n2)s1 | -8% | ? | 6% | ? | 16% | -17% | -28% | 7% | 6%
O=C(Cc1ccccc1)Nc1ccc(Cl)cn1 | -9% | 16% | 1% | i | 16%[57.1 µM] | -7% | -3% | 1% | 37%
O=C(NNC(=O)C1CCC1)c1cccc(Cl)c1 | -7% | -13% | 7% | 7% | 16% | 0% | 8% | -2% | 34%
COc1ccc(C2(C)CC(C)(C)Nc3ccccc32)cc1 (stereo not given) | -2% | -11% | -7% | -6% | 17% | 5% | 50µM* | 1% | ?
COc1ccc(/C=C/C(=O)N2CCN(C)CC2)cc1S(=O)(=O)N1CCCCC1 | -1% | -3% | -4% | -7% | 7% | -1% | -14% | -1% | 21%
Cc1cc(N)n(-c2ccc(C)c(C)c2)n1 | -9% | 6% | -4% | -25% | 46%[activator] | 1% | -21% | 3% | 18%

The closing 2 records of the part before open the next one.
SMILES | PGK inhibitor | RGS4 inh | GLS inh | ALOX12 inh | rTrxR1 inhibitor | ERG Ets-DNA blk | JMJD2A Tudor | Pin1 inh | HP1b binding inh
COc1ccc(/C=C/C(=O)N2CCN(C)CC2)cc1S(=O)(=O)N1CCCCC1 | -1% | -3% | -4% | -7% | 7% | -1% | -14% | -1% | 21%
Cc1cc(N)n(-c2ccc(C)c(C)c2)n1 | -9% | 6% | -4% | -25% | 46%[activator] | 1% | -21% | 3% | 18%
Cc1cccc(N2CCN(C(=O)C3CCCN(S(=O)(=O)c4cnc[nH]4)C3)CC2C)c1 (stereo not given) | 3% | 5% | 29% | 0% | -12%[57.1 µM] | -10% | -16% | 5% | 20%
CCc1ccc(Nc2nnc(SCC(=O)Nc3cccnc3Cl)s2)cc1 | -6% | -15% | 8% | -21% | -4% | 3% | -21% | 0% | 8%
CC(=O)Nc1ccc(NC(=O)c2ccc(Cn3cc(Cl)cn3)cc2)cc1 | -7% | 8% | -12% | -19% | 19% | -6% | -3% | 1% | 34%
O=C(CCN1C(=O)c2ccccc2C1=O)C1=NN[C@@H]2C(=O)N(c3cccc(Cl)c3)C(=O)[C@H]12 | -2% | -38% | 4% | 26% | -18% | 0% | 7% | -1% | 31%
COc1cccc(OC)c1OC(=O)c1ccccc1 | 0% | 23% | 0% | -5% | 13%[11.4 µM] | 4% | -8% | 2% | 21%
CCOC(=O)c1c(C)n(-c2ccc(OC)cc2)c2ccc(OC(=O)COc3ccccc3)cc12 | -3% | 6% | -2% | 0% | 21% | -2% | 2% | 23% | 55%[activator]
CC(=O)Nc1ccc(NC(=O)Oc2ccccc2)cc1 | -11% | 6% | 5% | -20%[57.4 µM] | 6%[57.1 µM] | -5% | -13% | -4% | 9%
O=C(NCC(c1ccc2c(c1)OCO2)N1CCN(c2ccccc2)CC1)C(=O)Nc1ccc(F)cc1 (stereo not given) | -9% | 16% | 0% | -12% | 15%[57.1 µM] | 0% | -16% | -1% | 16%[57 µM]
Clc1nccnc1-c1ccccc1 | i | 19% | 1% | 13% | -14% | . | -11% | ? | 17%
Cn1c(SCC(=O)Nc2ccccc2)nnc1C(F)(F)F | -1% | 3%[56.9 µM] | -13% | 3% | 6% | 1% | -14% | -2% | 22%
Cc1cc(C)c(S(=O)(=O)N2CCOC2CNC(=O)C(=O)NCc2ccco2)c(C)c1 (stereo not given) | -2% | -1% | -3% | 21% | -5%[57.1 µM] | -5% | -24% | -3% | 14%
COc1ccc(NC(=O)CCCN2C(=O)C3C4C=CC(C4)C3C2=O)c(OC)c1 (stereo not given) | -5% | -10% | 5% | 0%[57.4 µM] | -3% | 2% | -4% | -2% | 25%
O=C(Cc1c(Cl)cccc1Cl)Nc1ccncc1Cl | -9% | -10% | -9% | . | 5% | -6% | 12% | -2% | 35%
Cc1ccc(NC(=O)N2CCN(c3ccccn3)CC2)cc1 | -6% | 10% | -16% | 17% | 21% | -8% | -3% | -10% | 21%
Cc1cc(C)n2nc(CNS(=O)(=O)c3c(F)c(F)c(F)c(F)c3F)nc2n1 | 8% | -3% | 6% | 0% | 6% | 4% | -4% | 7% | 45%[activator]
CCOc1ccccc1C1C(C(=O)Nc2ccccc2)=C(C)Nc2nc(-c3ccccc3)nn21 (stereo not given) | -2% | -28% | 6% | ? | 10% | 1% | -18% | -3% | 29%
O=C(NCc1ccccc1Cl)C(=O)NCC1OCCCN1S(=O)(=O)c1cccs1 (stereo not given) | 7% | 11% | 0% | . | -3% | 1% | -16% | 1% | 16%
COc1ccc(/C=C/C(=O)NCC(=O)N/N=C/c2cc(Br)ccc2OC)cc1 | . | -21% | -2% | 5% | 7% | 0% | -6% | 51%[activator] | 19%
O=C(/C=C\c1ccccc1)Nc1nccs1 | -1% | -24% | -15% | -24% | 12%[57.1 µM] | 7% | -9% | 0% | 23%
CCC(=O)Oc1c(C(=O)CC)cc2c(C)cc(=O)oc2c1C | 0% | 13% | 10% | -1% | ? | -2% | -9% | 0% | 37%
NC(=O)C1CCN(C(=O)c2ccc3c(c2)S(=O)(=O)c2ccccc2C3=O)CC1 | i | -16% | -11% | 2% | -6%[57.1 µM] | 9% | -3% | 0% | 0%
COc1cc(-c2nc(S(=O)(=O)c3ccc(Br)cc3)c(N3CCOCC3)o2)cc(OC)c1OC | i | -9% | -4% | ? | 12%[57.1 µM] | 2% | ? | 1% | 1%[57 µM]
O=C(Nc1ccc(Nc2ccccc2)cc1)c1ccc(Cl)cc1[N+](=O)[O-] | -6% | -21% | 4% | 0% | 11% | -5% | ? | 0% | 5%
CC(=O)Nc1ccc(NC(=O)/C(Cl)=C/c2ccccc2)cc1 | -10% | -2% | -1% | 0% | 5%[57.1 µM] | -8% | -8% | -2% | 31%
CCCC[C@@H]1C=C(C(=O)O)[C@H](c2ccc(Br)cc2)N1S(=O)(=O)c1ccc(C)cc1 | -3% | 13% | 13% | ? | 0% | 3% | -14% | -14% | 25%
